TrxR1 substrate: is turned over as a substrate by rat TrxR1; O89049; purified TrxR1 substrate turnover, NADPH consumption readout; Potency, µM (top dose mostly 114 µM), for inactives: at the top dose activity change, negative = substrate turnover; 390,000 tested, 0.01% active; note: potency is the fitted concentration of half-maximal effect; % is set by controls: 0 for no effect and ±100 for the full control effect; nearly all actives have a fitted effect of over 50% in size
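Rat TrxR1, dispensed at 90 nM, was prereduced with 400 uM NADPH (final) for 5 min at ~22 deg C, then incubated with compound 15 min before 400 uM selenite. A first-read NADPH fluorescence drop versus no-compound background flagged substrates.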
TrxR1 inh: inhibitors of rat thioredoxin reductase 1 | O89049 | recombinant rTrxR1, NADPH fluorescence consumption, selenite substrate | Potency, µM (titrated, usually from 114 µM), for inactives: top-dose activity change, negative = inhibition, actives largely listed as inhibitors | 390,000 tested, 1% active | AID 588453; note: potency is the fitted concentration of half-maximal effect; % is set by controls: 0 for no effect and ±100 for the full control effect; nearly all actives have a fitted effect of over 65% in size
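Rat TrxR1 (90 nM in the dispensed reagent) was pre-reduced with 400 uM NADPH for 5 min at room temperature, then incubated with compound for 15 min. After 400 uM selenite was added, NADPH fluorescence (Ex 340/Em 450 nm) was followed for 8 min.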
D2 antagonist: antagonists of human D2 dopamine receptor; inhibition, % at 10 µM; 340,000 tested, 2% active; HEK293 TREx D2 cells, calcium flux, dopamine EC80; AID 485344; P14416; in the data active = inhibition above about 30%; note: 0% is about no effect
Target sequence (P14416 whole entry, looked up): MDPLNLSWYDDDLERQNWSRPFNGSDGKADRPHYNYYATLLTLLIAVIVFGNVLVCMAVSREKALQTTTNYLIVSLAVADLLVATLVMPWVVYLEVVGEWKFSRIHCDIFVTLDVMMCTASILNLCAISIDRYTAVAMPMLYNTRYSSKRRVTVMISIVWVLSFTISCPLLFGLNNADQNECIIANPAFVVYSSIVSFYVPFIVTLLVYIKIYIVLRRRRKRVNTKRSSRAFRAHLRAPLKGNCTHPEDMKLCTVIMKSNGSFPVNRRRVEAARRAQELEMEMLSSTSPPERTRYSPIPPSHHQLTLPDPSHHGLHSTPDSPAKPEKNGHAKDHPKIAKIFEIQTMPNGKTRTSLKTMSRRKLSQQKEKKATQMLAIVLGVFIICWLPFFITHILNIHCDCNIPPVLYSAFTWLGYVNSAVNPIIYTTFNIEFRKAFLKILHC
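Tetracycline-induced HEK293 TREx cells expressing D2 receptor forced-coupled to calcium signalling, loaded with no-wash calcium dye. Compounds added and calcium flux read 180 s, then dopamine added at EC80 and read a further 180 s.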
IDH1 R132H inh: inhibitors of human mutant IDH1 R132H; AID 602179; IDH1-R132H enzyme, NADPH consumption, diaphorase/resazurin fluorescence; O75874; Potency, µM (series often up to 76.6 µM), without a hit: at the top dose activity change, negative = inhibition, usual class: inhibitors; 390,000 tested, 0.093% active; note: potency is the fitted concentration of half-maximal effect; % is set by controls: 0 for no effect and ±100 for the full control effect; nearly all actives have a fitted effect of over 65% in size
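IDH1-R132H (0.5 ug/mL) preincubated 30 min with compound, then NADPH (0.016 mM) and alpha-KG (2 mM) added; 80 min at RT, pH 7.5. Remaining NADPH coupled via diaphorase/resazurin to fluorescence (540/590 nm); concentration-response curves normalized to no-enzyme control.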
TRHR PAM: TRH receptor (human) allosteric enhancement | enhancement, % at 2 µM | TRHR cells, fluo-8 calcium fluorescence, EC20 TRH enhancement | 360,000 tested, 0.66% active; in the data active = enhancement above about 30%; note: 0% is about no effect
Target sequence (P34981 whole entry, looked up): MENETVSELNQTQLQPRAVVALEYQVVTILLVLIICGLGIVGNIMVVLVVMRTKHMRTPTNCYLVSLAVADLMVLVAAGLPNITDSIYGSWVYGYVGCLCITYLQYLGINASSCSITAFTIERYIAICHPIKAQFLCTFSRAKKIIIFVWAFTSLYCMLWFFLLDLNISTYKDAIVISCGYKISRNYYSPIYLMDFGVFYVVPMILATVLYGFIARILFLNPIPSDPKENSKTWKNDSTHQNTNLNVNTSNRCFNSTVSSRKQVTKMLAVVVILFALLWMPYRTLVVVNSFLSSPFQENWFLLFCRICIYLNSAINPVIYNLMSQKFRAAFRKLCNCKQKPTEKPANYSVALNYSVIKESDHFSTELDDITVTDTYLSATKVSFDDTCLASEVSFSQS
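TRHR-expressing cells loaded with fluo-8 calcium dye were read kinetically (ex 480/em 530) during compound addition, then stimulated with an EC20 of TRH (10 nM final). Enhancement of the Gq-mediated intracellular calcium response was scored.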
D2 ag: activates the human D2 dopamine receptor; P14416; HEK293 T-REx D2 cells, calcium flux agonist mode; activation, % at 2 µM; 340,000 tested, 0.53% active; AID 485358;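 active = activation over 3 SD above normal in the single-dose calcium agonist read, cut at about 30% in these data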; note: 0% is about no effect
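Agonism is scored from calcium flux in a force-coupled, inducible HEK293 cell line expressing D2, read kinetically for 180 s after compound addition against dopamine controls.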
Pin1 inhibitor: human Pin1 inhibition | Q13526 | Pin1 FP peptide displacement, HiFluor488, 10 min | Potency, µM (titrated, usually from 115 µM), for the others: top-dose activity, negative = inhibition, hits mostly inhibitors | 390,000 tested, 0.009% active | AID 504891; active = well fitted inhibition curve with a large enough effect in the polarisation, with a control signal flat, not every such curve was filed as active; inconclusive = small, poorly fitted or top-dose-only effect, or effect the other way, or a change in a side signal; inactive = no such curve, though single readings can be large or run the other way; the % refers to the polarisation; note: potency is the fitted concentration of half-maximal effect; % is set by controls: 0 for no effect and ±100 for the full control effect
Target sequence (Q13526 whole entry, looked up): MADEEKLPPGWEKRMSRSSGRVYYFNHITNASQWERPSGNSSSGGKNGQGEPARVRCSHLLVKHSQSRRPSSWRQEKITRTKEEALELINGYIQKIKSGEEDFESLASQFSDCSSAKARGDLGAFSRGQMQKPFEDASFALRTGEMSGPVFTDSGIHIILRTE
TRHR agonist: activates the human TRH receptor; AID 493084; TRHR cells, calcium flux fluo-8, FDSS agonist mode; 360,000 tested, 0.18% active; activation, % at 2 µM; in the data active = activation above about 30%; note: 0% is about no effect
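In this calcium-flux screen, cells bearing human TRHR are dye-loaded with fluo-8, baselined for 10 cycles, then exposed to library compounds; positive kinetic calcium responses during the agonist phase mark hits, with TRH as control.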
USP1-UAF1 inh: blocks the human USP1/UAF1 deubiquitinase complex. O94782. Potency, µM (highest dose often 57.1 µM), inactives show at the highest dose activity change, negative = inhibition, usual class: inhibitors. recombinant USP1/UAF1, Ub-Rhodamine cleavage fluorescence. 390,000 tested, 0.23% active; note: potency is the fitted concentration of half-maximal effect; % is set by controls: 0 for no effect and ±100 for the full control effect; nearly all actives have a fitted effect of over 60% in size; inactives centre near -12
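High-throughput fluorogenic screen: 1nM USP1/UAF1 complex, Ub-Rho substrate 150nM final, 50mM HEPES pH 7.8 with 0.5mM EDTA, 0.1 mg/ml BSA, 1mM TCEP and 0.01% Tween-20.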
* = called active by the depositor; ? = inconclusive; · = no result given; [ ] = another dose, or the depositor's remark. Unless noted, calls come from the whole dose curve; as a rule, active = well fitted inhibition curve with a large enough effect; inconclusive = small, poorly fitted or top-dose-only effect; inactive = no such curve, though single readings can be large or run the other way. A portion of the library; rates above refer to the full screens.

Short keys: A = TrxR1 substrate; B = TrxR1 inh; C = D2 antagonist; D = IDH1 R132H inh; E = TRHR PAM; F = D2 ag; G = Pin1 inhibitor; H = TRHR agonist; I = USP1-UAF1 inh
CC(=O)N1CCC2(CC1)C(C#N)=C(N)Oc1c2sc2nc(C)cc(C)c12
  A: -5.8%	B: -20.5%	C: -3.8	D: 5.4%	E: -6.3	F: 0.4	G: 9.9%	H: -0.2	I: -11.8%

CCC(=O)c1ccc(OCC(O)CN2CCOCC2)cc1 (centres undefined)
  A: 1.6%	B: 4.4%	C: 5.1	D: 9.7%	E: -8.1	F: 0.2	G: 49.1%[activator]	H: 0.7	I: -14.3%

COc1ccc(C(=O)N/N=C2/SCC(=O)N2Cc2ccc3c(c2)OCO3)cc1OC
  A: 4.4%	B: -3.9%	C: ·	D: 0.4%	E: ·	F: ·	G: ?	H: ·	I: 1.1%

CCN1C(=NCc2cc(OC)c(OC)c(OC)c2)N[C@@H](c2ccccc2)C(C(=O)OC)=C1C
  A: -5.1%	B: 6.2%	C: ·	D: 2.3%	E: -4.2	F: ·	G: 0.0%	H: 0.0	I: 11.7%

O=C(CS(=O)(=O)c1ccc(F)cc1)Nc1nnc(-c2ccccc2Cl)o1
  A: 4.4%	B: 4.6%	C: -17.9	D: -1.5%	E: -0.7	F: 2.3	G: 0.3%	H: 0.0	I: -16.9%

CCN1CCN(C(=O)CN2C(=O)COc3ccc(C)cc32)CC1
  A: 3.6%	B: 19.5%	C: 5.0	D: 11.0%	E: 1.7	F: 0.8	G: -7.5%	H: 0.2	I: 0.9%

COc1ccc(C2CC(C(F)(F)F)n3ncc(C(=O)O)c3N2)cc1OC (centres undefined)
  A: 8.4%[57.1 µM]	B: 4.4%[57.1 µM]	C: -7.5	D: -2.8%	E: -6.6	F: 0.4	G: 3.8%	H: -0.7	I: -5.8%

Cc1ccc(-n2nc(C(=O)O)cc2-c2ccccc2)cc1
  A: 8.6%	B: 27.0%	C: 15.0	D: 1.6%	E: 18.1	F: -0.4	G: ?	H: 0.2	I: -15.5%

Cc1ccc2oc(=O)n(CCNC(=O)Nc3ccccc3Cl)c2c1
  A: 4.7%	B: 14.0%	C: ·	D: 10.6%	E: -4.5	F: -0.6	G: 4.3%	H: -2.3	I: -5.8%

Cc1onc(-c2ccccc2)c1C(=O)N1CCCc2ccccc21
  A: -3.6%[57.1 µM]	B: -3.3%[57.1 µM]	C: 3.3	D: 5.4%	E: -4.6	F: 0.5	G: -0.8%	H: -1.0	I: -8.8%

COc1ccccc1N1CC(C(=O)Nc2nnc(SCC(=O)NCC3CCCO3)s2)CC1=O (centres undefined)
  A: -1.6%	B: -16.1%	C: 2.3	D: -4.0%	E: 12.5	F: 0.5	G: -12.9%	H: 0.4	I: -16.1%

Cc1ccc(-c2nnc3n2N=C(c2ccc(Br)cc2)CS3)cc1
  A: 7.1%[57.1 µM]	B: 24.8%[57.1 µM]	C: 9.8	D: 4.5%	E: -2.3	F: 0.2	G: 43.6%[activator]	H: 0.4	I: -4.7%

CN(C)CCNC(=O)c1ccc2c(=O)n(Cc3ccc(Cl)cc3)c(=S)[nH]c2c1
  A: -1.9%[57.1 µM]	B: ?	C: -25.9	D: 8.1%	E: -0.4	F: 1.5	G: 3.9%	H: 0.7	I: -7.0%

O=C1CCC/C(=N\NC(=O)c2ccc(CSc3cccc4cccnc34)cc2)C1
  A: 26.4%	B: -4.3%	C: -4.2	D: 5.2%	E: 0.2	F: 1.2	G: -3.6%	H: -0.1	I: -26.4%

C/C(=N\NC(=O)c1nnn(-c2nonc2N)c1C)c1ccc(-c2ccccc2)cc1
  A: 5.2%	B: 1.3%	C: 13.7	D: -14.0%	E: 9.9	F: -2.9	G: -0.9%	H: -1.7	I: -18.7%

CC(C)(C)C(=O)N1CCC(O)(CS(=O)(=O)c2ccc(Cl)c(Cl)c2)CC1
  A: 0.8%[57.1 µM]	B: 16.7%[57.1 µM]	C: -4.8	D: 0.7%	E: 4.9	F: 1.6	G: -2.6%	H: 0.2	I: -8.9%

COc1cc2c(oc(=O)c3cc(C)cc(OC)c32)c2c(C3OC(C)C(O)C(C)(O)C3O)ccc(O)c12 (centres undefined)
  A: 7.3%[11.4 µM]	B: 8.4%[11.4 µM]	C: ·	D: -24.7%	E: ·	F: ·	G: ?	H: ·	I: -14.1%

O=C(OCC(=O)N1CCN(C(=O)c2ccco2)CC1)c1ccc(Cl)nc1
  A: 5.7%	B: ?	C: ·	D: 11.7%	E: ·	F: ·	G: -7.1%	H: ·	I: -13.4%

OC(CN=c1sc2ccccc2n1CC(O)COc1ccccc1)COc1ccccc1 (centres undefined)
  A: -5.2%	B: -15.9%	C: 0.8	D: 0.8%	E: -2.2	F: 1.7	G: 12.1%	H: 1.0	I: -9.9%

CN(C)c1ccc(CNC(=O)CCC(=O)N2Cc3ccccc3Oc3ncccc32)cc1
  A: -2.8%	B: 0.4%	C: ·	D: 11.3%	E: -19.5	F: 1.0	G: -0.1%	H: 1.2	I: -5.4%

COc1ccc(NC(=O)CCN2C(=O)c3ccncc3C2=O)cc1OC
  A: 2.0%	B: 4.4%	C: 33.9*	D: -6.7%	E: 17.7	F: 0.3	G: 2.5%	H: 0.4	I: -19.8%

NS(=O)(=O)CCCc1ccccc1
  A: 6.4%	B: 16.9%	C: 4.2	D: 7.0%	E: -5.6	F: -0.8	G: -8.9%	H: 0.4	I: ?

O=[N+]([O-])c1ccc(Oc2cccc3cccnc23)c(Cl)c1
  A: -13.1%	B: 10.4%[57.1 µM]	C: -6.1	D: 40.0%[activator]	E: -7.9	F: -0.7	G: -9.4%	H: -0.5	I: -10.5%

Cc1cc2ccccc2nc1-c1ccccc1F
  A: -14.1%	B: -12.4%	C: ·	D: 6.5%	E: ·	F: ·	G: -0.5%	H: ·	I: -16.3%

O=C(COC(=O)/C=C/c1nc2ccccc2s1)Nc1ccccc1Oc1ccccc1
  A: 6.2%	B: 4.4%	C: 1.9	D: 4.2%	E: 2.9	F: 1.9	G: 14.3%	H: 0.7	I: -20.8%

CN(C)c1ccc(/C=C(/C#N)C(=O)NCc2ccccc2)o1
  A: -12.6%	B: -26.2%	C: 19.5	D: 1.7%	E: -2.4	F: 23.8	G: ?	H: 42.7*	I: ?

Cn1c(=O)oc2cc(S(=O)(=O)Nc3cccc([N+](=O)[O-])c3)ccc21
  A: 8.8%[57.1 µM]	B: 8.2%[57.1 µM]	C: -3.4	D: 0.7%	E: 4.5	F: -1.0	G: -12.5%	H: 0.7	I: -1.9%

CCCNC(=O)COc1ccc(-c2nn(C)c(=O)c3ccccc23)cc1
  A: -1.5%[57.1 µM]	B: 8.6%[57.1 µM]	C: -1.2	D: 3.6%	E: 15.6	F: -2.0	G: 1.5%	H: 0.0	I: -3.2%

COc1ccc2cc(C(=O)N3CCN(C)CC3)[nH]c2c1
  A: -3.5%	B: -4.3%	C: 11.1	D: -7.6%	E: -5.1	F: 0.5	G: -1.0%	H: 0.3	I: -0.7%

O=C(CN1CCN(c2ccc(Cl)cc2[N+](=O)[O-])CC1)N1CCOCC1
  A: 4.2%[57.1 µM]	B: 5.9%[57.1 µM]	C: ·	D: 5.2%	E: -1.5	F: ·	G: 2.4%	H: -0.8	I: 0.5%

CC(=O)C1=C(C)Nc2ncnn2C1c1ccc(F)cc1 (centres undefined)
  A: -4.4%	B: 14.9%	C: 3.2	D: 0.7%	E: 1.7	F: 0.3	G: -4.4%	H: 0.5	I: -12.9%

CCCC(=O)OC1CCS(=O)(=O)c2sccc21 (centres undefined)
  A: 4.1%	B: 7.3%	C: -6.7	D: 0.1%	E: 2.2	F: -0.4	G: 7.3%	H: 0.6	I: -14.7%

COc1ccc(-c2[nH]c(-c3ccc(OC)c(OC)c3)nc2SCC(=O)Nc2ccccc2)cc1
  A: 1.6%	B: 2.1%	C: ·	D: -22.1%	E: -8.3	F: ·	G: -3.9%	H: 0.7	I: -16.2%

COC(=O)[C@@H](NC(=O)N1CCC(Cc2ccccc2)CC1)C(C)C
  A: 7.8%	B: 6.1%[57.1 µM]	C: -14.7	D: 7.3%	E: -5.1	F: 0.2	G: -4.4%	H: -0.5	I: -17.8%

CCC(C)(C)NC(=O)CN(C(=O)c1snc(C(N)=O)c1N)c1ccc(OC)c(OC)c1
  A: -2.8%	B: -17.9%	C: 10.1	D: -5.6%	E: 0.7	F: 0.2	G: -8.6%	H: -0.1	I: -2.7%

O=C(Nc1ccc(S(=O)(=O)N2CCCC2)cc1)c1cccnc1
  A: 4.6%[57.1 µM]	B: 7.1%[57.1 µM]	C: -12.0	D: 1.9%	E: 0.2	F: 0.7	G: 1.6%	H: 0.5	I: 4.0%

CCN(Cc1ccccc1)c1ncnc2c1nnn2C
  A: -1.9%[57.1 µM]	B: 10.2%[57.1 µM]	C: ·	D: -5.3%	E: 5.7	F: -1.7	G: -1.0%	H: -0.1	I: -23.2%

COc1ccc(C(=O)O/N=C2\CCCc3nonc32)cc1
  A: -12.0%	B: -9.9%	C: -6.6	D: 0.1%	E: -4.9	F: -0.6	G: 3.6%	H: 0.5	I: -7.4%

CCc1nnc(NC(=O)CSc2nc(-c3ccc(OC)cc3)ns2)s1
  A: 5.7%[57.1 µM]	B: 1.0%[57.1 µM]	C: 27.3	D: 0.6%	E: 11.5	F: 0.0	G: -4.9%	H: -0.1	I: -20.4%

2 entries picked at random from those above, as already listed:
Short keys: A = TrxR1 substrate; B = TrxR1 inh; C = D2 antagonist; D = IDH1 R132H inh; E = TRHR PAM; F = D2 ag; G = Pin1 inhibitor; H = TRHR agonist; I = USP1-UAF1 inh
CCc1nnc(NC(=O)CSc2nc(-c3ccc(OC)cc3)ns2)s1
  A: 5.7%[57.1 µM]	B: 1.0%[57.1 µM]	C: 27.3	D: 0.6%	E: 11.5	F: 0.0	G: -4.9%	H: -0.1	I: -20.4%

COC(=O)[C@@H](NC(=O)N1CCC(Cc2ccccc2)CC1)C(C)C
  A: 7.8%	B: 6.1%[57.1 µM]	C: -14.7	D: 7.3%	E: -5.1	F: 0.2	G: -4.4%	H: -0.5	I: -17.8%

From PubChem
